From PubChem BioAssay
MazF activator = MazEF (E. coli) toxin RNase activation; hit rate 0.32% among 350,000; activation, % at 20 µM; FAM/BHQ RNA-DNA oligo cleavage fluorescence, 5 h; in the data active = activation above about 50%
Target sequence (P0AE70 whole entry, looked up): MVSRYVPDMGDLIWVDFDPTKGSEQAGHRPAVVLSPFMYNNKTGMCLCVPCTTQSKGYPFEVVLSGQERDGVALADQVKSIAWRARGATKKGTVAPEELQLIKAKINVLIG
BoNT-F LC inh = BoNT F light chain protease inhibition. Multiplex microsphere protease cleavage assay, flow cytometry. inhibition, % at 10 µM. hit rate 0.22% among 360,000. AID 588497; in the data active = inhibition above about 35%, passing the limit was not always enough; inconclusive = no clear call, values can overlap the other calls; note: plate controls were buffer without enzyme for full effect and enzyme alone for no effect
GDH-TPI counter = counter-screen for M. tuberculosis FBA inhibitors: GDH-TPI coupled enzymes; GDH-TPI coupled enzyme counterscreen, NADH absorbance; inhibition, % at 4.8 µM; hit rate 1.2% among 360,000; AID 588335;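 note: 0% = DMSO wells and 100% = wells lacking the enzyme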
Mtb UGM inh = inhibitors of M. tuberculosis UDP-galactopyranose mutase; P9WIQ1; purified UGM, fluorescence polarization probe displacement; hit rate 0.06% among 320,000; inhibition, % at 10 µM; in the data active = inhibition above about 10%, passing the limit was not always enough; inconclusive = no clear call, values can overlap the other calls
Target sequence (P9WIQ1 whole entry, looked up): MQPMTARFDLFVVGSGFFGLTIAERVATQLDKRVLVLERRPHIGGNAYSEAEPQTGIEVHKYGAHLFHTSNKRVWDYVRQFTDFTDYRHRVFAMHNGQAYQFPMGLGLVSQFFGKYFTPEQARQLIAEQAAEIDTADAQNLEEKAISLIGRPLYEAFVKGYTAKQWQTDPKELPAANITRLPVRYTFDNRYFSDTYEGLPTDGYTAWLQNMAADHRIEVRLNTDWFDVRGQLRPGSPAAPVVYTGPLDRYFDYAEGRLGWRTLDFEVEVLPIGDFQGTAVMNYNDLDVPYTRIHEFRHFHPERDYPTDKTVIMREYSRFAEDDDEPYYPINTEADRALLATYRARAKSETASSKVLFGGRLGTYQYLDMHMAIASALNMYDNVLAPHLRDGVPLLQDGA
FadD28 binding = blocks FadD28 binding to the bisubstrate probe; hit rate 0.22% among 360,000; inhibition, % at 12.5 µM; fluorescence polarization; AID 588549; in the data active = inhibition above about 8.5%, passing the limit was not always enough; inconclusive = no clear call, values can overlap the other calls
DUSP3 inh = inhibitors of human VHR1 phosphatase (DUSP3); recombinant VHR phosphatase, pNPP absorbance; inhibition, % at 13.3 µM; hit rate 0.52% among 290,000; AID 1654; in the data active = inhibition above about 50%; note: some compounds called inactive have numbers as strong as hits
Target sequence (P51452 whole entry, looked up): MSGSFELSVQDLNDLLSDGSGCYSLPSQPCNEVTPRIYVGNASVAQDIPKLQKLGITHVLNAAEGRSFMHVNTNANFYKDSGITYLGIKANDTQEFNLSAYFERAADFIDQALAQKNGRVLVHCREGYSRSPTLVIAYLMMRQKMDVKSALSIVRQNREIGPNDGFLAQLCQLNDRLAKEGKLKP
Rv3671c inh = inhibitors of M. tuberculosis serine protease Rv3671c; AID 2606; inhibition, % at 5.96 µM; hit rate 0.048% among 320,000; in the data active = inhibition above about 38%;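 note: extracellular domain of Rv3671c used as enzyme; 0% = enzyme with DMSO and 100% = no enzyme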
CCHF vOTU inh = CCHFV vOTU protease inhibition; Pep-AMC fluorescence; hit rate 0.55% among 370,000; inhibition, % at 11.5 µM; AID 651958; note: 0% = vehicle wells with enzyme and 100% = no enzyme wells
Mtb FBA inh = inhibitors of M. tuberculosis fructose-bisphosphate aldolase. inhibition, % at 1 µM. P9WQA3. purified M. tuberculosis FBA, fluorescence read-out. hit rate 2.3% among 360,000; in the data active = inhibition above about 27%;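 note: 0% = vehicle and 100% = reference inhibitor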
Target sequence (P9WQA3 whole entry, looked up): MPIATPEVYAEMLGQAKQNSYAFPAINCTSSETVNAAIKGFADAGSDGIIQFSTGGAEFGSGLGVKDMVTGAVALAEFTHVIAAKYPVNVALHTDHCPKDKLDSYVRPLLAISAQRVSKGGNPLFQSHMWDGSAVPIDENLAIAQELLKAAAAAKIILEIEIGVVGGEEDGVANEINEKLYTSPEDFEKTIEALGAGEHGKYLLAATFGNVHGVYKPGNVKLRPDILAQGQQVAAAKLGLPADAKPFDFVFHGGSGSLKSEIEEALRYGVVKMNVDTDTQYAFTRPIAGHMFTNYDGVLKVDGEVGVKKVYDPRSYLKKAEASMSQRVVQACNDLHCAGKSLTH
BioA inh = blocks M. tuberculosis BioA enzyme activity; purified M. tuberculosis BioA enzyme, plate reader; inhibition, % at 9.99 µM; hit rate 0.096% among 360,000; AID 602481; in the data active = inhibition above about 40%; inconclusive = no clear call, values can overlap the other calls
The depositor's hits bear a star; u = inconclusive; x = no result given. Cut-off read from the data, not from the text of the source, unless noted: active = inhibition above about 30%; inactive = the rest. Rows are unselected; any-hit rate near 4.9%.

SMILES	MazF activator	BoNT-F LC inh	GDH-TPI counter	Mtb UGM inh	FadD28 binding	DUSP3 inh	Rv3671c inh	CCHF vOTU inh	Mtb FBA inh	BioA inh
CCOC(=O)c1c(NC(=O)c2ccc(N3C(=O)[C@@H]4[C@H](C3=O)[C@H]3C=C[C@@H]4C3)cc2)sc2c1CCCC2	-6	5	6	-1.0	-1.2	19	-5	-13	0	6.1
O=C(C1CCCN1S(=O)(=O)c1cccc2nsnc12)N1CCN(c2ccccc2)CC1 (stereo not drawn)	4	-1	15	3.9	-4.1	15	-1	x	-1	-1.2
CCN1C/C(=C/c2ccc(OC)c(O)c2)C(=O)/C(=C/c2ccc(OC)c(O)c2)C1	3	-8	6	1.5	-0.8	7	2	-9	3	x
O=C(NC1CCS(=O)(=O)C1)/C(=C/c1ccco1)NC(=O)c1ccccc1 (stereo not drawn)	2	-2	5	-0.7	-0.8	7	12	2	0	x
Cn1ccc2c(-c3ccc4c(c3)OCCO4)cc3c(c21)C1CCC3O1 (stereo not drawn)	x	-3	x	x	2.4	x	x	-6	109*	1.3
COC(=O)C1NC(=O)N2C(C(=O)OC)C(C)(C)S[C@H]12 (stereo partly drawn)	9	-9	2	0.0	-0.3	x	-5	3	3	-2.0
O=C(CSc1nnc(C2CC2)n1Cc1ccccc1)c1ccc(S(=O)(=O)N2CCOCC2)cc1	4	-16	-12	-0.1	-7.9	16	-5	8	-14	-0.4
CCCOc1ccc(-c2nnc(-c3ccco3)o2)cc1	-9	1	11	0.1	-1.0	15	2	11	60*	-2.9
CCC1CCCCN1C(=O)c1sc2nc(C)nc(N(CC)CC)c2c1C (stereo not drawn)	-1	1	2	0.8	0.8	7	3	0	4	x
O=C1c2ccccc2C(=O)N1CCCCCc1nc(-c2ccccc2)no1	-4	-10	8	-0.3	1.1	2	-5	-2	-1	x
COc1ccc(Cc2noc(CN(C)CC3(N4CCOCC4)CCCCC3)n2)cc1OC	-7	x	8	4.0	-2.3	22	7	-13	4	0.2
C=C1N(CCCCCC(=O)O)C(=O)OC12CCCCC2	6	1	10	3.9	-0.5	6	-7	3	0	-1.7
CCCc1cc2c(cc1N(C)S(=O)(=O)c1ccccc1)OCO2	10	2	1	x	-1.8	x	x	19	0	-0.3
COc1ccc(C(=O)NCCc2cc3c(OC)ccc(OC)c3[nH]c2=O)cc1OC	-1	2	3	-1.2	-1.9	8	10	-3	1	-1.3
Cc1ccc(S(=O)(=O)CCC(=O)OCC(=O)N2CCN(S(=O)(=O)c3ccccc3)CC2)cc1	-4	-2	1	2.4	-2.0	x	-1	-2	2	x
Cc1cccc(C)c1-n1nnnc1C(c1cccs1)N1CCN(C/C=C/c2ccccc2)CC1 (stereo not drawn)	x	-2	x	x	0.7	x	x	6	-4	-2.2
Cc1cc(C)n2nc3ccccc3c2n1	4	9	16	-3.0	-2.0	15	-1	2	0	-1.3
COc1c(C)cc(S(=O)(=O)NCc2ccccn2)c(C)c1C	9	u	4	-0.6	-2.7	0	3	-12	-2	-0.2
COc1cccc(OCc2cc(C(=O)NCc3ccccn3)no2)c1	-5	-1	9	0.1	-4.5	-8	1	8	1	0.5
Cc1ccc(O)c(-c2cc(-c3ccc(F)cc3)no2)c1	8	-37	18	1.8	-0.6	-13	-13	-4	1	-1.1
COc1ccc(NC(=O)C[C@H]2C(=O)N(CCc3ccccc3)C[C@@H]2C)cc1	6	-4	-8	x	-2.5	x	x	30*	-1	x
Cc1ccc(S(=O)(=O)NC(CC(C)C)C(=O)N2CCCC2)cc1 (stereo not drawn)	2	9	-7	-1.8	-0.1	48	-1	-6	-1	-0.1
CCCCC(=O)Nc1ccc(NC(=O)c2ccccc2[N+](=O)[O-])cc1OC	6	-7	2	-0.6	-1.1	-5	7	9	1	x
O=C(NCCc1ccccn1)c1cc(-c2cccc3ccccc23)nc2ccccc12	-12	1	4	2.6	-4.3	3	8	0	-2	x
Cc1c(OC(C)C(=O)NCCN2CCOCC2)ccc2c3c(c(=O)oc12)CCCC3 (stereo not drawn)	7	1	2	2.2	-2.6	16	-6	7	34*	7.5

Already shown: entries from further up.
SMILES	MazF activator	BoNT-F LC inh	GDH-TPI counter	Mtb UGM inh	FadD28 binding	DUSP3 inh	Rv3671c inh	CCHF vOTU inh	Mtb FBA inh	BioA inh
O=C1c2ccccc2C(=O)N1CCCCCc1nc(-c2ccccc2)no1	-4	-10	8	-0.3	1.1	2	-5	-2	-1	x
COc1ccc(Cc2noc(CN(C)CC3(N4CCOCC4)CCCCC3)n2)cc1OC	-7	x	8	4.0	-2.3	22	7	-13	4	0.2
C=C1N(CCCCCC(=O)O)C(=O)OC12CCCCC2	6	1	10	3.9	-0.5	6	-7	3	0	-1.7
CCCc1cc2c(cc1N(C)S(=O)(=O)c1ccccc1)OCO2	10	2	1	x	-1.8	x	x	19	0	-0.3

Additional entries:
SMILES	MazF activator	BoNT-F LC inh	GDH-TPI counter	Mtb UGM inh	FadD28 binding	DUSP3 inh	Rv3671c inh	CCHF vOTU inh	Mtb FBA inh	BioA inh
CCCS(=O)(=O)N1CCc2cc(OC)c(OC)cc2C1	4	-5	-1	-1.6	-2.9	19	-5	8	-10	0.8
CN(C)CCCNc1oc(-c2ccccc2)nc1C#N	-1	-8	6	-0.2	1.3	25	-6	-33	131*	-0.2
Cc1cc2ncc(C(=O)Nc3ccsc3C(=O)O)c(C)n2n1	6	-4	-7	0.3	-4.1	-10	-1	-12	-1	-3.5
CCOc1ccc(C(C(=O)NCC2CCCO2)N(C(=O)c2snc(C(N)=O)c2N)c2ccc3c(c2)OCCO3)cc1 (stereo not drawn)	5	-32	11	-1.8	-3.3	7	-11	15	1	-0.3
CC(C)Cc1nnc(NC(=O)c2ccc(-n3cncn3)c([N+](=O)[O-])c2)s1	-1	-3	20	x	-0.1	x	x	6	4	0.8
COc1ccccc1C(=O)Nc1ccc(S(=O)(=O)Nc2cnc3ccccc3n2)cc1	0	10	20	0.8	-3.4	-17	-6	11	5	-0.6
O=C(Cc1ccccc1)N/N=C/c1ccc(S(=O)(=O)O)o1	-4	u	2	1.7	-3.8	21	6	5	-2	0.0
CC(C)(C)c1cc(C(=O)N2CCc3ccccc32)ccn1	-4	-4	5	-0.3	-1.2	20	7	3	-1	3.1
CCc1ccc(C(=O)NC(=S)Nc2ccc3c(c2)OCCO3)cc1	1	-12	7	0.1	0.7	6	-19	4	-1	-0.2
COc1ccc(NC(=O)c2cccnc2)cc1OCC(C)C	7	u	-1	2.1	-2.5	24	1	-6	-1	37
Cc1cccc2nc(CSc3ccccc3C(=O)O)cn12	2	-4	-4	-1.2	-2.2	-12	-12	6	2	x
O=C(NCC(c1ccco1)N1CCCC1)c1cn(-c2ccccc2)nc1-c1ccc(F)cc1 (stereo not drawn)	7	0	3	x	-12	x	x	-2	4	-2.3
O=C(NC1CCCC1)c1ccc2nc(-c3ccco3)c(-c3ccco3)nc2c1	-4	-12	22	-0.5	u	29	2	x	-1	x
CC(C)CCn1c(=O)c(C(=O)N/N=C/c2cccc(F)c2)c(O)c2ccccc21	0	-5	6	0.1	-4.1	-4	-6	3	1	x
COc1cc(NC(=O)CN2c3ccccc3CC2C)cc(OC)c1OC (stereo not drawn)	1	x	7	2.1	-3.0	-10	1	-3	-2	-0.1
CC1c2ccccc2-n2nncc2CN1CC1CCCCC1 (stereo not drawn)	4	-2	3	x	-2.9	x	x	-2	-2	-1.0
Cc1ccc(S(=O)(=O)Nc2cccc(-n3cnnn3)c2)cc1	7	-4	-5	1.4	-4.0	13	-2	9	-3	-0.2
CCOC(=O)C(=CNCC(=O)O)C(=O)OCC	0	-4	0	-0.4	-2.8	30	3	5	2	-0.4
CCOC(=O)c1ccc2ncc(C(=O)OCC)c(NCc3ccco3)c2c1	-1	8	18	1.7	-1.0	15	-20	-41	62*	-0.9
C[C@H]1C[C@@H]2[C@H]([C@@H](O)C[C@@]3(C)[C@H]2CC[C@]3(O)C(=O)CO)[C@@]2(C)C=CC(=O)C=C12	5	10	-3	0.3	-0.5	-15	1	-3	3	-4.7
CC(NC(=S)NCCc1ccccc1)C(c1cccs1)N1CCN(C)CC1 (stereo not drawn)	4	-3	4	-3.2	-1.5	8	0	-1	-2	-1.7
O=C(NCc1ccccc1)c1ccc(Cn2cc(C(F)(F)F)ccc2=O)cc1	4	4	-11	0.3	-3.4	29	6	-2	-2	0.1
Cc1ccc(NC(=S)N2CCCCCC2)c(C)c1	3	-3	8	-0.8	0.1	53*	6	4	0	-0.5
O=C(COc1ccccc1)N1CCN=C1SCc1ccc(F)cc1	-10	-5	15	0.3	-2.0	14	-2	2	2	0.0
CCc1nc2ccc(C(=O)NCc3ccc(OC)cc3)cn2c1N(CC)CCN(C)C	x	6	5	x	0.0	x	x	-2	1	-0.6
SMILES	MazF activator	BoNT-F LC inh	GDH-TPI counter	Mtb UGM inh	FadD28 binding	DUSP3 inh	Rv3671c inh	CCHF vOTU inh	Mtb FBA inh	BioA inh
COc1cc2c3c(c1OC)C1(C=CC(=O)C=C1)CC3N(C(=O)CCC(=O)O)CC2 (stereo not drawn)	7	-6	-18	0.6	-2.3	28	4	5	-2	x
Cn1c(=O)c2c(nc(N3CCc4ccccc4C3)n2Cc2ccccc2F)n(C)c1=O	0	u	3	-0.2	-2.3	-1	-6	7	-2	0.3
Nc1ccc(N2CCCC2)c(S(=O)(=O)Nc2cccc(C(F)(F)F)c2)c1	-5	-8	4	-0.3	0.0	x	7	15	1	x
COC(=O)C1=C(COc2ccccc2)NC(=O)NC1c1ccc(Br)cc1 (stereo not drawn)	8	-6	0	0.3	-3.1	11	-17	3	-3	-0.4
CC(C)Cn1c(N2CCN(C(=O)/C=C/c3ccccc3)CC2)nc2ccccc21	-2	-5	3	0.7	-2.7	-19	-7	-1	-6	x
Cn1c(N)c(C(=O)COC(=O)C2CCC(C(C)(C)C)CC2)c(=O)n(C)c1=O (stereo not drawn)	11	-1	7	-1.1	-5.0	13	-2	16	-3	4.2
COc1ccccc1Cc1c(-c2cccc(Br)c2)nc2c(C)cc(Br)cn12	x	3	x	x	-5.6	x	x	12	-2	-1.4
CC(C)(C)n1ncc2c(=O)n(Cc3ccc(Cl)cc3Cl)cnc21	3	2	8	0.0	-3.0	-15	-4	9	2	-1.8
Cc1ccc(CNC(=O)c2cc(=O)c3ccc(C)cc3o2)cc1	5	-10	1	-2.5	-4.6	9	-6	8	-7	x
CCN1CCN(CCCNC(=O)C2c3ccccc3C(=O)N(C)C2c2ccc(OC)cc2)CC1 (stereo not drawn)	6	1	-9	-1.1	-1.5	26	1	-14	1	-1.9
CSc1ccccc1NC(=O)CN(C)CC(=O)Nc1ccc(S(=O)(=O)N2CCCC2)cc1	6	2	8	-3.0	-3.8	x	-1	11	-2	0.7
CC(=O)Nc1ccc(C(=O)COC(=O)C2CCCCC2)c(F)c1	7	0	10	-0.4	-1.6	x	-10	5	-2	-6.4
COc1cc(C#N)ccc1OCC(=O)Nc1ccc(C)c(S(=O)(=O)N2CCOCC2)c1	6	1	1	2.0	-2.2	5	-6	6	1	x
O=C(N/N=C/c1ccco1)c1ccc(NC(=O)c2ccccc2Cl)cc1	-3	11	21	-0.1	-0.2	10	2	12	-2	x
COC(=O)CSc1nc2ccccc2c(=O)n1C	3	-30	5	0.5	-2.4	13	4	-6	-4	x
CC1CCCC(C)N1C(=O)COC(=O)CNC(=O)C12CC3CC(CC(C3)C1)C2 (stereo not drawn)	0	1	8	0.7	-0.6	x	6	-17	-3	x
O=C(Nc1cccc(C(=O)O)c1)/C(=C\c1ccco1)NC(=O)c1ccc(Br)o1	0	7	20	-0.9	0.8	11	-1	20	0	-1.1
O=C(Nc1ccc2c(c1)oc1ccc(S(=O)(=O)N3CCCC3)cc12)C1CC1	3	-8	5	-2.0	-1.7	-19	-29	15	1	-0.7
NC(=O)[C@H]1CC2(CC(c3cccc(NC(=O)COc4ccc(Cl)cc4)c3)=NO2)CN1C(=O)[C@H]1CCC(=O)N1 (stereo partly drawn)	-3	-5	4	-2.4	-3.5	4	-5	0	4	-0.1
Cc1nn(-c2ccccc2)c(C)c1NC(=O)COc1ccc(Cl)cc1Cl	-4	-4	7	0.1	-2.9	5	-14	4	-2	-1.3
